LmPK inhibitor – inhibitors of Leishmania mexicana pyruvate kinase; Q27686; purified LmPK, Kinase-Glo ATP luminescence, 1 h; Potency, µM (top dose mostly 57.5 µM), for inactives: at the highest dose activity change, negative = inhibition, usual class: inhibitors; 290,000 compounds, 0.37% hits; note: potency is the fitted concentration of half-maximal effect; % is set by controls: 0 for no effect and ±100 for the full control effect
Target sequence (Q27686 whole entry, looked up): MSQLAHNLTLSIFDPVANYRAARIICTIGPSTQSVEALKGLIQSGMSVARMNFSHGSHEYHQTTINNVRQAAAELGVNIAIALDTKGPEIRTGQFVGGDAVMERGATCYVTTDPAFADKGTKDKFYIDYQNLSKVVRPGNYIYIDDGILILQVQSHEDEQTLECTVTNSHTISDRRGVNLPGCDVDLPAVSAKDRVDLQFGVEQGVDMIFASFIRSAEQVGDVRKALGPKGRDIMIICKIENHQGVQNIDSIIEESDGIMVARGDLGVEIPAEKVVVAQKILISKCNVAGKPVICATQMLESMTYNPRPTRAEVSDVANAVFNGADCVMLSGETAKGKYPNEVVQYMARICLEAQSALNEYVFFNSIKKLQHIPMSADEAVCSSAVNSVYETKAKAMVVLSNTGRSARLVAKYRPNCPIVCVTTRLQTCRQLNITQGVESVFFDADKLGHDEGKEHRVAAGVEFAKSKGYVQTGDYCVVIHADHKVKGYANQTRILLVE
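Pyruvate kinase activity monitored as ATP production (luciferase luminescence). Conditions: 0.1 nM enzyme, 0.5 mM PEP, 0.1 mM ADP, 1 h, RT; normalized against uninhibited and no-enzyme wells.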
Shiga toxin inh – blocks Shiga toxin action in Vero cells | inhibition, % at 38.7 µM | 290,000 compounds, 9.2% hits | Vero cells, Shiga toxin protein synthesis inhibition reporter; in the data active = inhibition mostly above about 28%, no sharp cut-off; inactive = mostly below about 43%; note: 0% is about no effect
Cycloheximide cs – counter-screen hit for Shiga toxin inhibitors, cycloheximide. cell reporter, cycloheximide protein synthesis inhibition counterscreen. max response, %. 300,000 compounds, 12% hits; in the data active = max response mostly above about 13%, no sharp cut-off; inactive = mostly below about 14%; note: read at 38.3 µM for the half of the compounds with a filed dose; 0% is about no effect
Pf growth 48h – inhibits P. falciparum growth in the first generation, 48 h | AID 504832 | P. falciparum luciferase growth in erythrocytes, 48 h | Potency, µM (top dose mostly 28.7 µM), for inactives: at the highest dose activity change, negative = inhibition, most hits filed as inhibitors | 310,000 compounds, 5.9% hits; note: potency is the fitted concentration of half-maximal effect; % is set by controls: 0 for no effect and ±100 for the full control effect
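A one-generation exposure of luciferase-tagged malaria parasites in RPMI 1640/Albumax erythrocyte culture, 37 C and 5% CO2. Inhibition is inferred from decreased luminescence after adding detection reagent.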
HCV inh – inhibitors of hepatitis C virus infection. Huh7.5.1 HCVcc-Cre infection, luciferase reporter, 44 h. 340,000 compounds, 3.4% hits. Potency, µM (series often up to 41.8 µM), for inactives: at the top dose activity change, negative = inhibition, hits mostly inhibitors; note: potency is the fitted concentration of half-maximal effect; % is set by controls: 0 for no effect and ±100 for the full control effect
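Compounds are dispensed onto cells plated 4 h earlier at 1,000 per well, with HCVcc-Cre virus (about 0.5 moi) added next. Following 44 h of culture, luminescent signal is measured for 15 sec after 15 min with substrate at room temperature.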
TbPYK inhibitor – inhibitors of Trypanosoma brucei pyruvate kinase | Q57TT1 | Potency, µM (titrated, usually from 76.8 µM), inactives show at the top dose activity, negative = inhibition, actives largely listed as inhibitors | TbPYK enzyme, Kinase-Glo Plus ATP luminescence, 45 min | 410,000 compounds, 0.12% hits; note: potency is the fitted concentration of half-maximal effect; % is set by controls: 0 for no effect and ±100 for the full control effect; nearly all actives have a fitted effect of over 50% in size
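In this concentration-response screen, enzyme-free wells defined baseline while DMSO plates tracked drift. Each reaction combined TbPYK, substrate, compound and 130 uM ADP for 45 min at room temperature. Kinase-Glo Plus luminescence gave the signal.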
Pf growth 96h – inhibits malaria parasite growth, 96 h; P. falciparum luciferase reporter growth, 96 h; Potency, µM (doses to about 28.7 µM), inactives show at the top dose activity change, negative = inhibition, usual class: inhibitors; 320,000 compounds, 6.9% hits; note: potency is the fitted concentration of half-maximal effect; % is set by controls: 0 for no effect and ±100 for the full control effect
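Delayed-death screen, second-generation endpoint: infected erythrocytes, 2% hematocrit, 0.05% parasitemia final; 96 hours at 37 C, 5% CO2; luciferase detection reagent; luminescence decrease equals reduced growth.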
Starred values were filed as active, the others as inactive; ? = inconclusive; / = no result given; [ ] = remark or other dose. Unless noted, calls come from the whole dose curve; as a rule, active = well fitted curve in the direction sought with a large enough effect; inconclusive = small, poorly fitted or top-dose-only effect, or another doubt; inactive = no such curve, though single readings can be large; an effect the other way counts as inactive or inconclusive.

Results follow in this order: Pf growth 48h, TbPYK inhibitor, Shiga toxin inh, HCV inh, Pf growth 96h, LmPK inhibitor, Cycloheximide cs
1	CCCn1nnc(NC(=S)NC(=O)/C=C/c2ccc(Cl)cc2)n1
 : 12.9%, 7.9%, -3.5, 9.8%, 10.4%, -0.4%, -3.0
2	COc1ccccc1CCC(=O)N1CCC(n2nccc2NC(=O)CC(C)C)CC1
 : -17.1%, -6.2%, -4.5, -1.7%, -28.7%, -5.6%, 1.0
3	O=C(NCCO)/C(=C\c1ccc(Br)cc1)NC(=O)c1cccs1
 : -7.5%, -5.4%, -6.9, -14.3%, 21.6%, 3.0%, -3.2
4	COc1cc(/C=C2\CCCc3c2nc2ccccc2c3C(=O)O)cc(Cl)c1O
 : 7.1%, 4.2%, -3.8, 8.5%, -4.5%, 10.5%, 4.5
5	Cc1ccccc1NC(=O)/C(=C/c1cccs1)NC(=O)c1ccco1
 : 3.5%, -1.6%, -4.0, -7.7%, -26.1%, -2.3%, -4.7
6	O=C(NC1CCCc2ccccc21)c1ccccc1Cl (configuration not stated)
 : -21.8%[5.75 µM], -2.2%, -12.6, 18.3%, 16.4%[5.75 µM], -1.8%, 11.5
7	Cc1cc(C)n(-c2ccccc2C#N)n1
 : 0.0%, 1.3%, 16.1, 8.6%, ?, 1.8%, 9.4
8	CCc1nc(SCc2cccnc2)c(C#N)cc1C
 : ?, -12.3%, 11.7, -7.6%, ?, -7.3%, -0.1
9	CCN(CC)c1ccc2cc(C(=O)Nc3ccccn3)c(=O)oc2c1
 : 139.6%[activator], 0.2%, 63.0*, 8.4%, -1.1%, -4.1%, 78.5*
10	Cc1cc(C)c2nc(N3CCCN(C(=O)c4cnccn4)CC3)c(C#N)cc2c1
 : 7.4%, 2.6%, -6.6, ?, ?, 1.1%, -7.3
11	CCCn1nnc(NC(=O)c2cccc(OCC(C)C)c2)n1
 : 22.5%, 12.0%, 71.1*, ?, 5.7%, -4.5%, 39.1*
12	Cc1cc(C(F)F)n2nc(C(=O)Nc3cccc(S(=O)(=O)N4CCOCC4)c3)nc2n1
 : ?, -9.9%, -1.7, -3.3%, 62.2%[activator], -4.0%, -4.0
13	NS(=O)(=O)c1ccc(CCNC(=O)c2ccc(Cl)s2)cc1
 : 4.5%, -5.1%, 26.2, -5.1%, 42.0%[activator], -3.1%, -5.8
14	Cc1[nH]n(-c2ccccc2)c(=O)c1N=Nc1ccccc1
 : 100.9%[activator], 1.0%, 47.9, ?, 32.9%[activator], -0.8%, 23.3*
15	COc1ccc(C(=O)Nc2cccc(/C(C)=N/NC(=O)c3ccc([N+](=O)[O-])c(C)c3)c2)cc1OC
 : 6.5%, 2.5%, 27.1, 2.82µM*, -12.2%[5.75 µM], 1.5%, 24.5
16	COc1ccccc1CNC(=O)Cc1cc(=O)[nH]c(=O)[nH]1
 : 29.7%, 6.5%, -4.1, 2.6%[8.37 µM], -8.5%, 0.1%, -2.0
17	Cc1ccc(CC(=O)Nc2cc(C)ccn2)cc1
 : 30.8%[activator], 4.9%, 17.3, 2.7%, -15.0%, -8.0%, 15.6
18	COc1ccc(S(=O)(=O)N2c3ccccc3OCC2C(C)(C)C)cc1 (configuration not stated)
 : 11.7µM*, 2.4%, 16.7, 12.6%, 14.7µM*, -2.1%, 7.0
19	O=C(/C=C/c1ccc(-c2ccccc2[N+](=O)[O-])o1)c1ccccc1
 : -1.3%, -4.7%, 96.2*, -17.2%, -19.8%, -0.5%, 51.5*
20	Cc1ccc(S(=O)(=O)c2nc(-c3ccccc3)oc2N2CCCC2)cc1
 : 11.5%, 21.7%, /, 5.5%, ?, /, /
21	COc1ccc(C2NC(=O)NC(C)=C2[N+](=O)[O-])cc1 (configuration not stated)
 : 4.7%, 2.2%, -0.6, 10.2%, 305.9%[activator], -1.3%, 0.2
22	CCOc1[nH]n(-c2ccc(Cl)cc2)c(=O)c1C=Nc1ccc(C)cc1
 : 37.6%[activator], /, -6.1, /, 27.5%, 6.4%, -10.4
23	Cc1ccc(/C=N/NC(=O)c2cc3c(s2)CCCC3)o1
 : 8.28µM*, -1.0%, /, -15.7%, ?, /, /
24	C[C@H](NC(=O)[C@@H]1Cc2ccccc2CN1C(=O)OC(C)(C)C)C(=O)NCC1CCCO1 (some centres not stated)
 : -17.9%, 2.5%, -3.4, 9.2%, 16.1%, 5.9%, -3.5
25	Cc1ccc(C(=O)O)cc1N=Cc1cc(Br)cc(Br)c1O
 : -33.3%, 1.1%, 27.9, 9.4%, ?, -2.3%, -1.1
26	Cn1nc(C(=O)Nc2ccc(S(=O)(=O)Nc3ncccn3)cc2)ccc1=O
 : -5.5%, -5.7%, 18.6, -1.6%, 11.4%, 0.7%, -1.8
27	O=C(O)CCSc1nnc(SCC(=O)NCC(F)(F)F)s1
 : 4.4%, -4.7%, -6.5, 17.5%, 16.3%, 0.1%, -0.8
28	Cc1cc(S(=O)(=O)Nc2cccnc2)c(Cl)cc1Cl
 : 25.1%, -0.2%, 2.5, 29.3%, ?, 0.0%, 0.8
29	O=C(c1nnc(-c2ccc(Cl)cc2)o1)C1CCCC1
 : 53.1%[activator], 4.1%, 24.0, -13.4%, 75.6%[activator], -0.1%, 15.5*
30	CCOC(=O)c1ccc(NC(=O)CSC2=NN3CCCC(=O)N=C3S2)cc1
 : -10.5%, -12.3%, -8.2, ?, 0.8%, -0.2%, -6.0

An excerpt of these results, with one line to a screen:
1	CCCn1nnc(NC(=S)NC(=O)/C=C/c2ccc(Cl)cc2)n1
21	COc1ccc(C2NC(=O)NC(C)=C2[N+](=O)[O-])cc1 (configuration not stated)
screen / no.	1	21
Pf growth 48h	12.9%	4.7%
TbPYK inhibitor	7.9%	2.2%
Shiga toxin inh	-3.5	-0.6
HCV inh	9.8%	10.2%
Pf growth 96h	10.4%	305.9%[activator]
LmPK inhibitor	-0.4%	-1.3%
Cycloheximide cs	-3.0	0.2

One compound at a time, from the list above:
C[C@H](NC(=O)[C@@H]1Cc2ccccc2CN1C(=O)OC(C)(C)C)C(=O)NCC1CCCO1 (some centres not stated) is entered as Pf growth 48h: -17.9%; TbPYK inhibitor: 2.5%; Shiga toxin inh: -3.4; HCV inh: 9.2%; Pf growth 96h: 16.1%; LmPK inhibitor: 5.9%; Cycloheximide cs: -3.5
COc1ccc(S(=O)(=O)N2c3ccccc3OCC2C(C)(C)C)cc1 (configuration not stated) is entered as Pf growth 48h: 11.7µM*; TbPYK inhibitor: 2.4%; Shiga toxin inh: 16.7; HCV inh: 12.6%; Pf growth 96h: 14.7µM*; LmPK inhibitor: -2.1%; Cycloheximide cs: 7.0
COc1ccc(C(=O)Nc2cccc(/C(C)=N/NC(=O)c3ccc([N+](=O)[O-])c(C)c3)c2)cc1OC is entered as Pf growth 48h: 6.5%; TbPYK inhibitor: 2.5%; Shiga toxin inh: 27.1; HCV inh: 2.82µM*; Pf growth 96h: -12.2%[5.75 µM]; LmPK inhibitor: 1.5%; Cycloheximide cs: 24.5

(cont.)
Results follow in this order: Pf growth 48h, TbPYK inhibitor, Shiga toxin inh, HCV inh, Pf growth 96h, LmPK inhibitor, Cycloheximide cs
31	Cc1onc(-c2ccccc2Cl)c1C(=O)N1CCCc2ccccc21
 : -28.4%, ?, -13.0, ?, ?, 1.3%, -4.4
32	CC1CN(C(=O)c2cc3c(=O)n4ccccc4nc3s2)CC(C)O1 (configuration not stated)
 : 20.2%, 1.4%, 18.3, 4.6%, 201.0%[activator], -6.3%, 0.9
33	COc1cccc(C(=O)C2CCCN(Cc3ccccn3)C2)c1 (configuration not stated)
 : ?, -20.0%, 3.2, -3.8%, 19.5%, 4.0%, -2.2
34	O=C(NC1CCCC1)C(c1ccncc1)N(Cc1ccccc1F)C(=O)c1csnn1 (configuration not stated)
 : -15.2%, 0.0%, -5.8, 23.0%, 21.0%, 1.3%, -1.5
35	Cc1oc(C(C)(C)C)cc1C(=O)NCC(=O)NCC(=O)O
 : ?, 6.1%, 49.8*, -2.5%, -4.1%, -3.4%, 2.0
36	Cc1cccc(CNc2ccc(C(CC(N)=O)NC(=O)c3cccc(Br)c3)cc2[N+](=O)[O-])c1 (configuration not stated)
 : -8.0%, 4.0%, -4.7, -14.0%[8.37 µM], -10.3%, 6.7%, -2.9
37	Cc1cc(/C=N\NC(=O)CC(=O)NC2CCCCC2)c(C)n1-c1ccc(Cl)c(Cl)c1
 : 4.7%, 22.5%, 25.8, 11.9%, ?, 4.9%, -2.0
38	CC(=O)Nc1ccc(S(=O)(=O)N2CCN(C(=O)c3ncoc3-c3cccc(F)c3)CC2)cc1
 : -4.9%, -6.0%, -11.6, ?, -1.3%, 0.2%, -6.1
39	CN(C)C(=O)CN1CCN(c2nc3nonc3nc2N2CCCCC2)CC1
 : 13.2%, 7.0%, 7.9, -3.4%, 392.5%[activator], -6.4%, -1.5
40	O=C(COc1cccc2ccccc12)N1CCN(c2ccccn2)CC1
 : -4.3%, -22.0%, 10.5, 8.0%, /, 2.6%, 26.5
41	CCOc1ccc(C(=O)NC(C)(C)CC)cc1
 : 12.4%, -1.0%, 18.7, -4.6%, -42.3%, 2.4%, 11.5
42	COc1ccc(NS(=O)(=O)c2ccc(C)c(C(=O)N3CCCCCCC3)c2)cc1
 : -29.6%, -9.2%, /, 10.5%, -9.0%, /, /
43	O=C(COC(=O)c1ccccn1)NCc1cccc(Cl)c1
 : 3.3%, -1.4%, /, 4.5%, 9.7%, /, /
44	C[C@@H]1CC[C@H]2[C@@H](C)C(=O)O[C@@H]3OC4(C)CC[C@@H]1C32OO4 (some centres not stated)
 : 0.0034µM*, 4.5%, /, /, 0.0027µM*, /, /
45	C/C(=N/NS(=O)(=O)c1ccc(Cl)cc1)c1cccc(O)c1
 : -6.9%, 0.6%, -13.1, 14.7%, -1.6%, 2.2%, -3.6
46	COc1ccc(OC)c(S(=O)(=O)N/N=C(/C)c2c[nH]c3ccccc23)c1
 : 4.3%, -9.0%, 27.9, 1.2%, 22.2%, 8.0%, -2.5
47	Cc1c(C(=O)CN2CCSCC2)c2ccccc2n1C
 : 13.9%, -1.9%, -4.5, -6.8%, 4.8%, -0.8%, -5.5
48	O=C(CSc1nc2ccccc2s1)NC(=O)NCc1ccco1
 : 0.0%, -0.3%, 34.8, -13.0%, 34.1%[activator], 0.6%, 19.1
49	COC(=O)c1ccc2nc(NC(=O)CN3C(=O)CCC3=O)sc2c1
 : -0.2%, ?, 16.0, -0.4%, 0.828µM*, -6.6%, 19.0
50	COc1ccc(C(CNC(=O)Nc2cccc(C)c2)N2CCN(C)CC2)cc1 (configuration not stated)
 : -22.1%, 4.9%, -4.9, -2.8%, ?, -2.0%, 9.6
51	CC(=O)OCC(=O)[C@@]1(O)CCC2C3CCC4=CC(=O)CC[C@]4(C)C3=CC[C@@]21C (some centres not stated)
 : 5.0%, 0.1%, /, /, -29.4%, /, /
52	Cc1ncc(COP(=O)(O)O)c(CN)c1O
 : 13.8%, -14.5%, /, /, -13.5%, /, /
53	Cc1ccc(S(=O)(=O)NC(C(=O)N2CCN(S(=O)(=O)c3cccc(F)c3)CC2)C(C)C)cc1 (configuration not stated)
 : ?, 6.2%, /, -8.7%, 15.8%, /, /

From PubChem
